Bioassay records deposited in PubChem BioAssay by National Center for Advancing Translational Sciences (NCATS).
RXFP1 agonist: activates the human relaxin receptor RXFP1; HEK293T-RXFP1 cAMP TR-FRET, 30 min; response scale: percent of porcine relaxin response, buffer zero; Potency, µM (doses to about 57.5 µM), for inactives: at the top dose activation, actives largely listed as activators; 370,000 compounds, 0.3% hits; AID 2676; note: potency is the fitted concentration of half-maximal effect; % is set by controls: 0 for no effect and ±100 for the full control effect; nearly all actives have a fitted effect of over 60% in size; many of its hits are not listed in these tables
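Agonist response is measured as cAMP accumulation in an RXFP1-transfected HEK293T line under PDE4 inhibition. Values are scaled between buffer-only and 29 nM porcine relaxin, and EC50s come from standard Hill equation fits.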
TrxR1 substrate: rat thioredoxin reductase 1 substrate activity | purified TrxR1 substrate turnover, NADPH consumption readout | 390,000 compounds, 0.01% hits | AID 588456 | Potency, µM (doses to about 114 µM), for the others: at the top dose activity change, negative = substrate turnover; note: potency is the fitted concentration of half-maximal effect; % is set by controls: 0 for no effect and ±100 for the full control effect; nearly all actives have a fitted effect of over 50% in size
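Rat TrxR1, dispensed at 90 nM, was prereduced with 400 uM NADPH (final) for 5 min at ~22 deg C, then incubated with compound 15 min before 400 uM selenite. A first-read NADPH fluorescence drop versus no-compound background flagged substrates.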
IDH1 R132H inh: blocks human mutant IDH1 R132H enzyme. O75874. IDH1-R132H enzyme, NADPH consumption, diaphorase/resazurin fluorescence. Potency, µM (titrated, usually from 76.6 µM), without a hit: at the top dose activity change, negative = inhibition, actives largely listed as inhibitors. 390,000 compounds, 0.093% hits. AID 602179; note: potency is the fitted concentration of half-maximal effect; % is set by controls: 0 for no effect and ±100 for the full control effect; nearly all actives have a fitted effect of over 65% in size
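IDH1-R132H (0.5 ug/mL) preincubated 30 min with compound, then NADPH (0.016 mM) and alpha-KG (2 mM) added; 80 min at RT, pH 7.5. Remaining NADPH coupled via diaphorase/resazurin to fluorescence (540/590 nm); concentration-response curves normalized to no-enzyme control.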
PI4K2A inh: blocks human PI4K2A kinase activity; Q9BTU6; purified PI4K2A, ADP-Glo luminescence, 1 h; active compounds read low; activity change, negative = inhibition, % at 76.9 µM; 420,000 compounds, 0.13% hits; in the data active = activity change below about -50%; inconclusive = mostly about -30% to -49%;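 note: -100% = wells without enzyme as full effect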
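ADP-Glo luminescence measured ADP generated by PI4K2A enzyme (4 ug/mL before mixing) with 1.2 mM PI substrate (pre-mix) and 300 microM ATP (pre-mix). Tris pH7.5 buffer with MgCl2, Triton X-100; 1 h reaction at ambient temperature.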
Vif-APOBEC3F blk: inhibitors of Vif-A3F interaction | 390,000 compounds, 0.2% hits | Potency, µM (doses to about 46.1 µM), without a hit: at the highest dose activity, negative = active | HeLa A3F-eYFP + Vif (tagged APOBEC3F with the HIV-1 protein that degrades it), YFP fluorescence increase; note: potency is the fitted concentration of half-maximal effect; % of control where 0% means no effect; nearly all actives have a fitted effect of over 65% in size
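HeLa cells stably expressing Vif plus C-terminally eYFP-tagged A3F were seeded, incubated overnight at 37 deg C, dosed with compound, incubated overnight again at 37 deg C. Yellow fluorescence (Ex 488/Em 500-530) reported blocked Vif-mediated A3F-eYFP degradation.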
USP1-UAF1 inh: USP1/UAF1 (human) deubiquitinase inhibition; recombinant USP1/UAF1, Ub-Rhodamine cleavage fluorescence; Potency, µM (titrated, usually from 57.1 µM), without a hit: top-dose activity change, negative = inhibition, hits mostly inhibitors; 390,000 compounds, 0.23% hits; AID 743255; note: potency is the fitted concentration of half-maximal effect; % is set by controls: 0 for no effect and ±100 for the full control effect; nearly all actives have a fitted effect of over 60% in size; inactives centre near -12
Target sequence (O94782 whole entry, looked up): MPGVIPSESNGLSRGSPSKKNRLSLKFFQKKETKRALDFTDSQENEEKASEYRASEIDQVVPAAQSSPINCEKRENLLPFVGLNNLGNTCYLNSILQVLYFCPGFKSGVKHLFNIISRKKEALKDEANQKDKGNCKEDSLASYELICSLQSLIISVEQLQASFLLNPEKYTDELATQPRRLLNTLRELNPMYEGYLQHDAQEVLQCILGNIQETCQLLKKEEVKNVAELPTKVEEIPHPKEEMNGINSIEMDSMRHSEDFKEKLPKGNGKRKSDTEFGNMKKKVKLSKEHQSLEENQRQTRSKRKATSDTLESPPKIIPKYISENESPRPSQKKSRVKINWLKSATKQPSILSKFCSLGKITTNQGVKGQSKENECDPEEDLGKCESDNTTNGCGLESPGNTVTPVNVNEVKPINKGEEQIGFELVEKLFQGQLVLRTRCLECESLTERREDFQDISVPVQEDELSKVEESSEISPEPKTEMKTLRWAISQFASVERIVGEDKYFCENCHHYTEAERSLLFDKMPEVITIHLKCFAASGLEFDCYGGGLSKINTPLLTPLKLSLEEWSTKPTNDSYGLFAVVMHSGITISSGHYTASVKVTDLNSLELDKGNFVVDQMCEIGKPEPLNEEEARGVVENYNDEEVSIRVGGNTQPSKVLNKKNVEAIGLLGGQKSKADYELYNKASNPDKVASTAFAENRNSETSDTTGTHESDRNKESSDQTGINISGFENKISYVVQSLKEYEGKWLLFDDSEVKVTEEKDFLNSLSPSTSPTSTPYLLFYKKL
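USP1/UAF1 complex at 1 nM was preincubated with compound for 15 min at room temperature, then Ub-Rho substrate (150nM final) was added. Fluorescence (480/540 nm) was read kinetically, 6 reads every 60 seconds.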
Vif-APOBEC3G blk: inhibitors of Vif-APOBEC3G interaction; HeLa A3G-eYFP + Vif (tagged APOBEC3G with the HIV-1 protein that degrades it), YFP fluorescence, overnight; Potency, µM (top dose mostly 46.1 µM), for inactives: top-dose activity, negative = active, hits mostly inhibitors; 410,000 compounds, 0.076% hits;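 note: potency is the fitted concentration of half-maximal effect; % is set by controls: 0 for no effect and ±100 for the full control effect; nearly all actives have a fitted effect of over 60% in size; hits raise eYFP signal because A3G escapes Vif-driven loss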
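HeLa cells stably expressing Vif and C-terminally eYFP-tagged A3G, seeded overnight at 37 deg C, then exposed to compound by pintool overnight at 37 deg C. Rise in yellow fluorescence (Ex 488/Em 500-530, Acumen) marks blocked Vif-driven A3G degradation.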
GRP78 ERSR act: induces the endoplasmic reticulum stress response in human glioma cells. U87-MG GRP78 promoter luciferase reporter, 16 h. Potency, µM, for inactives: at the top dose activation, most hits filed as activators. 420,000 compounds, 0.02% hits; note: potency is the fitted concentration of half-maximal effect; series mostly up to about 76 µM; % of control where 0% means no effect; nearly all actives have a fitted effect of over 35% in size
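Stably transfected U87-MG glioma cells carrying a GRP78-based luciferase sensor; 16 h compound incubation. Luminescence end-point read 10 min after Bright-Glo addition at room temperature.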
LDHA block: blocks human lactate dehydrogenase A; 480,000 compounds, 0.15% hits; AID 1347041; purified LDHA, NADH/diaphorase-resazurin fluorescence; active compounds read low; P00338; activity change, % (values are at about 110 or 230 µM); in the data active = activity change below about -30%; inconclusive = mostly about -25% to -30%;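 note: plate controls were DMSO wells for no effect and wells without enzyme for full effect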
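Remaining NADH was detected by diaphorase (0.133 mg/mL) converting 37 µM resazurin to fluorescent resorufin, read at 0 and 20 minutes. The preceding 5-minute room-temperature reaction used 2 nM LDHA, 0.2 mM sodium pyruvate and 0.06 mM NADH at pH 7.4.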
The depositor's hits bear a star; ? = inconclusive; / = no result given; [ ] = remark or other dose. Unless noted, calls come from the whole dose curve; as a rule, active = well fitted curve in the direction sought with a large enough effect; inconclusive = small, poorly fitted or top-dose-only effect, or another doubt; inactive = no such curve, though single readings can be large; an effect the other way counts as inactive or inconclusive.

SMILES	RXFP1 agonist	TrxR1 substrate	IDH1 R132H inh	PI4K2A inh	Vif-APOBEC3F blk	USP1-UAF1 inh	Vif-APOBEC3G blk	GRP78 ERSR act	LDHA block
Nn1c(SCC(=O)Nc2ccc3c(c2)OCCO3)nnc1-c1cccnc1	2.0%	-4%	5%	0	9%	1%	-1%	-1%	-3
CCCC(=O)N1CC(=O)Nc2ccc(F)cc2C1c1ccccc1 (configuration not stated)	0.5%	1%	2%	-6	-3%	-3%	1%	-4%	-11
COc1cccc(NC(=O)C2C3C=CC(O3)C2C(=O)NCc2cccnc2)c1 (configuration not stated)	0.8%	-10%	11%	1	-7%	-9%	1%	-7%	-6
CCOc1ccc(N(CC(=O)NCCc2ccccc2)S(=O)(=O)c2ccccc2)cc1	1.8%	-2%[57.1 µM]	-9%	0	-6%	-5%	0%	-3%	-16
O=C(COC(=O)COc1cccc(Br)c1)Nc1c(Cl)cccc1Cl	1.7%	6%	6%	0	0%	-21%	-9%	-1%	4
CCc1ccccc1N(CC)C(=O)C(=O)Nc1ccc2nc3n(c(=O)c2c1)CCCCC3	5.2%	-6%	4%	3	1%	?	-4%	1%	-9
COC(=O)C1CCN(C(=O)CSc2nnc(-c3ccccc3)o2)CC1	2.3%	-11%	6%	1	1%	-10%	3%	-7%	-2
O=c1c2oc3ccccc3c2n(Cc2cccc(F)c2)c(=O)n1Cc1ccc2c(c1)OCO2	-0.7%	2%	-11%	-2	-2%	-3%	6%	1%	0
O=C(O)c1cccc(-c2ccc(/C=C3/SC(=Nc4ccccc4)N(Cc4cccnc4)C3=O)o2)c1	-4.1%	11%[57.1 µM]	-27%	3	?	-7%	1%	7%	-3
CC1(C)Cc2c(C#N)c(SCCC#N)nc(N3CCOCC3)c2CO1	1.7%	9%[57.1 µM]	9%	6	-5%	-23%	0%	-3%	-5
COc1ccc(N(CC(=O)NC2CCCCC2)S(=O)(=O)c2cccs2)cc1	/	1%	-10%	0	-1%	-15%	-1%	-3%	-14
CCCCn1c(=O)[nH]c(=O)c2c1nc(CN(C)Cc1cccc(OC)c1OC)n2CCC	1.4%	2%	0%	-1	3%	-21%	1%	-3%	-13
CCOc1ccc(Nc2n[nH]c(=S)s2)cc1	-0.7%	-14%	1%	1	5%	9%	-1%	3%	-13
COc1ccc(NC2CCCN(C(=O)CCn3cccn3)C2)cc1 (configuration not stated)	-5.7%	6%	-19%	0	-6%	-14%	2%	-1%	-1
Cc1cc(S(=O)(=O)N2CCOCC2)ccc1OCC(=O)Nc1ccccc1F	1.3%	7%	6%	2	1%	-17%	-2%	-2%	-5

Sorted by value in GRP78 ERSR act (highest first): 3 from the list above
mol	RXFP1 agonist	TrxR1 substrate	PI4K2A inh	USP1-UAF1 inh	GRP78 ERSR act	LDHA block
O=c1c2oc3ccccc3c2n(Cc2cccc(F)c2)c(=O)n1Cc1ccc2c(c1)OCO2	-0.7%	2%	-2	-3%	1%	0
O=C(COC(=O)COc1cccc(Br)c1)Nc1c(Cl)cccc1Cl	1.7%	6%	0	-21%	-1%	4
Cc1cc(S(=O)(=O)N2CCOCC2)ccc1OCC(=O)Nc1ccccc1F	1.3%	7%	2	-17%	-2%	-5

New compounds follow
SMILES	RXFP1 agonist	TrxR1 substrate	IDH1 R132H inh	PI4K2A inh	Vif-APOBEC3F blk	USP1-UAF1 inh	Vif-APOBEC3G blk	GRP78 ERSR act	LDHA block
CS(=O)(=O)N1CCN(C(=O)c2c(F)cccc2F)CC1	0.8%	2%	4%	-2	-1%	-3%	0%	0%	7
COCc1cc(C)n(CC(=O)Nc2ccc(N3CCOCC3)cc2)c(=O)c1C#N	0.3%	-12%	10%	-4	4%	-20%	4%	-2%	0
CCOC(=O)CCCC(=O)N1CCOCCOCCN(C(=O)CCCC(=O)OCC)CCOCCOCC1	0.1%	-3%	-2%	4	2%	-3%	2%	-2%	-7
CCOC(=O)NC1(C(F)(F)F)NC(=O)N(Cc2ccco2)C1=O (configuration not stated)	1.4%	-6%	14%	-14	-11%	-7%	4%	-4%	-4
Cc1cccc(OCCCC(=O)NCC(=O)Nc2cccc(C)c2C)c1	0.9%	1%	8%	0	8%	-19%	-4%	-3%	-3
Fc1ccc(Nc2nc(NCc3ccco3)nc3nccnc23)cc1	/	4%	/	/	/	/	5%	?	-1
Cc1ccc2c(c1)cc1c(=O)n(CC(=O)NCCN3CCCC3)nc(C)n12	2.6%	9%	3%	0	-1%	-20%	1%	1%	-1
Oc1ccc(Cl)cc1C1C=C(c2ccc3c(c2)OCO3)NC(c2ccc(F)c(Br)c2)N1 (configuration not stated)	/	-2%	/	/	/	/	-15%	?	3
CCn1ccnc1CN(C)C(=O)CCc1nnc(CCCc2ccccc2)o1	0.1%	1%	-6%	-8	-23%	-3%	2%	4%	1
CNc1ccc(Br)cc(C(=O)/C=C/c2cccc(OC)c2)c1=O	-0.5%	-5%	4%	-11	?	?	?	15%	13
Cc1ccc(CNC(=O)Cn2ccn(-c3cccc(Cl)c3)c(=O)c2=O)cc1	0.8%	9%[11.4 µM]	-15%	-1	-1%	-13%	-11%	-2%	-4
CCOC(=O)Cn1c(=O)c2c(nc3n2CCCN3Cc2ccccc2)n(C)c1=O	2.6%	4%	-10%	2	1%	-19%	3%	-2%	-4
CCCCS(=O)(=O)N1CCC(C(=O)Oc2ccc(Cl)cc2)CC1	-0.8%	-2%	1%	0	17%	-1%	-6%	-1%	-2
CC1Oc2ccccc2OC1C(=O)Nc1ccccn1 (configuration not stated)	-2.2%	10%	7%	-7	/	-1%	1%	-5%	-13
Cc1nnc2n(Cc3ccccc3)c(=O)c3c4c(sc3n12)COC(C)(C)C4	10%	19%[57.1 µM]	8%	-1	1%	-14%	-25%	13%	-6
CC(=O)c1cccc(N(CC(=O)Nc2ccc(F)cc2)S(C)(=O)=O)c1	1.3%	2%	-2%	-5	-13%	-7%	2%	0%	0
Cc1cc(OCCCCN2C(=O)NC(C)(C)C2=O)ccc1[N+](=O)[O-]	2.5%	1%	10%	3	-16%	-23%	11%	6%	2
COc1ccc(C(=O)/C=C/c2ccccc2)c(O)c1	0.4%	-13%	-6%	8	9%	-8%	-25%	9%	-14
CCn1nnc(-c2ccccc2NC(=O)c2cc(OC)cc(OC)c2)n1	4.3%	13%	3%	2	0%	21%	0%	1%	-2
CCOc1ccc(NC(=O)c2[nH]c(C)c(C(C)=O)c2C)cc1	-0.7%	1%	-3%	3	-1%	-14%	-5%	-3%	0
Cc1ccc(-c2cc(C(=O)N3CCN(c4ccccc4)CC3)c3ccccc3n2)cc1C	0.1%	1%[57.1 µM]	-8%	3	1%	?	0%	5%	-11
COc1cc(C(=O)N2CCC(c3nc4ccccc4s3)CC2)cc(OC)c1OC	0.9%	2%	-8%	3	-1%	-26%	3%	-2%	-14
COc1ccc(NC(=O)CSc2n[nH]c(-c3ccccc3)n2)cc1Cl	-0.3%	0%[57.1 µM]	31%	-1	0%	?	2%	-1%	-1
CCOC(=O)N(C)[C@H]1C[C@H]2c3[nH]c4ccccc4c3CCN2C[C@H]1[C@H](C)O	/	/	/	-1	/	/	-18%	-3%	-2
CCOC(=O)C1CCN(CCC(=O)Nc2ccc(C)c(C)c2)CC1	2.8%	5%	4%	-4	-11%	-21%	5%	0%	-1
Cc1ccc(C)c(C(=O)CN2C(=O)NC3(CCCCCCC3)C2=O)c1	3.2%	-2%	0%	-7	3%	-2%	-1%	-2%	-2
Cc1ccccc1Cn1ccc(NC(=O)c2cnn3c(C(F)(F)F)cc(-c4ccco4)nc23)n1	-0.5%	2%	-2%	-2	-7%	3%	-1%	-2%	-5
O=S(=O)(Nc1ccccc1N1CCCC1)c1ccccc1C(F)(F)F	/	/	2%	0	0%	0%	0%	-3%	2
COc1cccc(CNC(=O)Cc2ccc(NC3=NC4CS(=O)(=O)CC4S3)cc2)c1 (configuration not stated)	-0.2%	-1%[57.1 µM]	3%	5	3%	-16%	1%	-3%	-5
O=C(O)CNC(=O)C(c1ccccc1)c1ccccc1	-6.9%	0%	-1%	3	6%	-2%	1%	-4%	-8
Cc1ccc2c(c1)N(C(=O)CCC(=O)NCc1cccc(F)c1)CCO2	-0.5%	1%[57.1 µM]	0%	1	-10%	-23%	1%	2%	0
COc1ccc2cc(CN(CC3CCCO3)S(=O)(=O)c3ccc(C(C)=O)cc3)c(=O)[nH]c2c1 (configuration not stated)	-3.5%	-1%	1%	2	5%	-22%	-7%	-3%	-7
CCC(C)NC(=O)CCn1c(=O)c2cccn2c2ccc(F)cc21 (configuration not stated)	0.1%	9%[57.1 µM]	1%	-1	9%	-12%	-3%	-6%	-2
COc1cc(C(=O)OCCCN=C2NS(=O)(=O)c3ccccc32)cc(OC)c1OC	0.9%	-11%	-5%	2	-1%	-18%	-3%	-3%	-4
O=C(CSc1nc2cc([N+](=O)[O-])ccc2n1-c1ccc(F)cc1)NC1CCS(=O)(=O)C1 (configuration not stated)	1.4%	4%	3%	8	-3%	-8%	-1%	-3%	-5
CCc1nnc(NC(=O)/C=C/c2ccc(C)o2)s1	2.3%	-5%	4%	1	4%	-22%	-2%	2%	-3

Not all compounds are listed, so the mix of outcomes need not match the whole.
